# LYPLA1 inh – counter-screen for PME1 inhibitors: inhibitors of human LYPLA1; O75608; recombinant LYPLA1, FP-Rh probe fluorescence polarization; inhibition, % at 5.9 µM; actives 0.16% (n = 320,000); AID 2174;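 active means inhibition above the mean of all tested compounds plus 3 SD, set per campaign, cut at about 14% in these data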;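 further: inhibitors block serine hydrolase probe labeling of LYPLA1 so polarization falls; 0% = enzyme with DMSO and 100% = wells lacking LYPLA1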
# Target sequence (O75608 whole entry, looked up): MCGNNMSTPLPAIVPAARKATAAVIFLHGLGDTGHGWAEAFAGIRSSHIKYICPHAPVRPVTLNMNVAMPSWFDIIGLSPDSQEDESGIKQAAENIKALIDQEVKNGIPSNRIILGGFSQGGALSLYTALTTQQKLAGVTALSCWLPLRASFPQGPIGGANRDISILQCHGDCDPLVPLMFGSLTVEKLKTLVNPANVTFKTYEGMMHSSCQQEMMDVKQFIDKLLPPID
# GSTO1 counter – GSTO1 inhibition, counter-screen for RBBP9 inhibitors. recombinant GSTO1, activity-based probe fluorescence polarization. inhibition, % at 5.96 µM. actives 1.1% (n = 300,000). AID 1974;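 active means inhibition above the campaign mean inhibition plus 3 SD, cut at about 35% in these data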;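 further: 0% = GSTO1-1 with DMSO and 100% = wells lacking GSTO1-1 enzyme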
# Target sequence (P78417 whole entry, looked up): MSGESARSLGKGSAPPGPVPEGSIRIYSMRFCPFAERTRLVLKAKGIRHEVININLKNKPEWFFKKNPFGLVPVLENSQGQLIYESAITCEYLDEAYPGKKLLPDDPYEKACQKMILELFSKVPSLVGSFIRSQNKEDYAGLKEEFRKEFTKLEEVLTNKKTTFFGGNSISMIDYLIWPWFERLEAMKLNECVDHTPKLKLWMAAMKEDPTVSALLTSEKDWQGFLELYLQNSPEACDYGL
# pPAFAH inh – pPAFAH (human) enzyme inhibition; inhibition, % at 3.39 µM; actives 1.5% (n = 330,000); recombinant pPAFAH, FP-rhodamine probe fluorescence polarization;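 active means inhibition above the mean inhibition across the screen plus 3 SD, cut at about 25% in these data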;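 further: inhibitors block binding of the rhodamine activity-based probe so polarization drops; 0% = enzyme with DMSO and 100% = wells lacking pPAFAH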
# Target sequence (Q13093 whole entry, looked up): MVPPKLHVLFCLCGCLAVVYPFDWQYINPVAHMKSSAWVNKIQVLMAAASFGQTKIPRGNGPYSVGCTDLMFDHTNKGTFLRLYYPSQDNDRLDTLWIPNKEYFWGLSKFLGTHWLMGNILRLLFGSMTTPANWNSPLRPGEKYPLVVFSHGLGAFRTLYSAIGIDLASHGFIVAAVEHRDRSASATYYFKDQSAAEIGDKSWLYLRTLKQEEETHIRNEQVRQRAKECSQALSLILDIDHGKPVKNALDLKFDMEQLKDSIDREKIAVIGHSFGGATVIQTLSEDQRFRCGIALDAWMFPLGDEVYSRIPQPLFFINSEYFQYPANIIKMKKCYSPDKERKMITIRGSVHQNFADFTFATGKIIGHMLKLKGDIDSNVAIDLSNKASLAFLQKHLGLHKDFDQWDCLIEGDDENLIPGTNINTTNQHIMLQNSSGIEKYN
# PME-1 primary – PME-1 (human) inhibition | inhibition, % at 5.9 µM | recombinant PME-1, FP-Rh probe fluorescence polarization | actives 0.53% (n = 320,000);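 active means inhibition above the campaign mean of all compounds plus 3 SD, cut at about 26% in these data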;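 further: competitive labeling of PME-1 active site by serine hydrolase directed probe; 0% = PME-1 with DMSO and 100% = wells lacking PME-1 enzyme; inhibitors block probe labeling so polarization falls and inhibition rises; many of its hits are not listed in these tables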
# PAD4 inh – PAD4 (human) enzyme inhibition; Q9UM07; recombinant PAD4, RCA probe fluorescence polarization; inhibition, % at 6.36 µM; actives 0.41% (n = 330,000); AID 485272;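 active means percent inhibition above a cutoff equal to the mean of all tested compounds plus 3 SD, cut at about 15% in these data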;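 further: 0% = PAD4 with RCA probe and DMSO and 100% = probe without PAD4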
# PAFAH1B3 FP inh – PAFAH1B3 (human) inhibition; recombinant PAFAH1B3, FP-rhodamine probe, fluorescence polarization; Q15102; inhibition, % at 3.39 µM; actives 0.28% (n = 340,000); AID 492972;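 active means inhibition above the screen-wide average of all tested compounds plus 3 SD, cut at about 25% in these data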;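 further: 0% = enzyme with DMSO only and 100% = wells lacking PAFAH1B3 protein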
# LYPLA2 counter – counter-screen for PME1 inhibitors: inhibitors of human LYPLA2; inhibition, % at 5.9 µM; actives 0.38% (n = 320,000); recombinant LYPLA2, FP-Rh probe fluorescence polarization; AID 2177; O95372;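 active means inhibition above the screen-wide mean plus 3 SD, limit set per campaign, cut at about 26% in these data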;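 further: 0% = LYPLA2 with DMSO and 100% = wells lacking LYPLA2 enzyme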
# PAFAH1B2 FP inh – inhibitors of human PAFAH1B2; P68402; recombinant PAFAH1B2, FP-rhodamine activity probe, fluorescence polarization; inhibition, % at 3.39 µM; actives 1.2% (n = 340,000); AID 492953;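 active means inhibition above the mean of all tested compounds plus 3 SD, cut at about 24% in these data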;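 further: 0% = enzyme with DMSO and 100% = wells lacking PAFAH1B2; many of its hits are not listed in these tables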
# PAFAH2 inh – inhibitors of human PAFAH2; Q99487; recombinant PAFAH2, FP-rhodamine activity probe, fluorescence polarization; inhibition, % at 3.39 µM; actives 0.99% (n = 340,000);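 active means inhibition above the mean over all tested compounds plus 3 SD, cut at about 30% in these data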;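 further: inhibitors block probe labeling of enzyme so polarization drops; 0% = enzyme with DMSO and 100% = wells lacking PAFAH2 protein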
# Starred values were filed as active, the others as inactive; nt = no result given.
SMILES,LYPLA1 inh,GSTO1 counter,pPAFAH inh,PME-1 primary,PAD4 inh,PAFAH1B3 FP inh,LYPLA2 counter,PAFAH1B2 FP inh,PAFAH2 inh
CCn1c(SCC(=O)NCc2ccco2)nnc1-c1c[nH]c2ccccc12,2.6,-5.6,0.2,7.4,-8.5,3.9,-2.4,-0.8,-4.2
CCCCNC(=O)OCCSCCS(=O)(=O)c1ccc(Cl)cc1,2.1,0.6,9.9,5.8,-2.5,5.0,3.9,10.9,-4.1
CC(C)(C)C(=O)NC1=NN(c2c(Cl)cc(Cl)cc2Cl)C(=O)C1,-1.6,14.0,-1.8,-2.6,-9.8,7.6,3.7,2.7,-1.4
CCC(CC)c1nnc(NC(=O)c2c(C)nn(Cc3ccccc3Cl)c2C)s1,2.1,-12.6,4.6,0.0,2.3,5.9,10.5,-3.8,4.9
Nc1cc(-c2ccccc2)nn1Cc1ccc(Cl)cc1,-0.7,-6.3,2.7,14.5,-1.4,2.7,0.3,8.2,-2.6
Cc1ccc(Cn2nnnc2CN2CCC(NC(=O)c3ccc(Br)cc3)CC2)cc1,0.1,1.9,5.0,-1.8,-2.9,-0.5,17.3,2.6,1.0
CCCc1cc(=O)[nH]c(SCC(=O)N2CCOCC2)n1,2.4,-2.7,1.5,-0.9,2.3,1.4,-2.1,6.6,5.4
O=C(CNC(=O)c1ccccc1F)Nc1ccncc1,-1.5,9.3,0.4,-4.2,-1.8,1.1,-0.5,5.1,-4.3
COc1ccccc1-c1nc(C#N)c(N2CCN(Cc3ccccc3)CC2)o1,4.9,-4.6,2.6,3.5,-1.6,7.0,7.4,1.9,-3.9
O=C(C1CCCN(Cc2cc(Br)ccc2O)C1)N1CCCCC1 (stereo not given),1.1,3.9,2.9,-4.3,-7.1,7.5,0.9,3.6,-6.0
Oc1ccccc1-c1nc(/C=C/c2ccccc2)nn1-c1ccccc1,-7.2,1.2,-0.7,-9.4,1.9,-2.2,-6.3,-6.0,-9.1
COc1ccccc1-c1cc(C(=O)N2CCc3ccccc3C2)c2ccccc2n1,0.8,-2.3,5.2,-0.8,-6.2,nt,-2.2,nt,nt
CCOC(=O)C(CC)Sc1nc2c(cnn2-c2ccccc2)c(=O)[nH]1 (stereo not given),2.2,-2.1,-2.7,-1.5,-1.9,6.0,7.1,1.4,6.4
CCOC(=O)c1ccc(NC(=O)c2nc[nH]c2C(=O)NCC(=O)OC(C)(C)C)cc1,-22.4,-6.3,-3.6,-16.8,0.7,1.6,-19.5,-2.2,-12.1
O=c1c2c(nc3cc(-c4ccc(Br)cc4)[nH]n13)CCCC2,-2.1,-3.5,-0.2,-179.7,-4.1,15.4,-2.5,2.7,4.0
O=C1COc2ccc(C(=O)COC(=O)/C=C/c3ccc(Br)o3)cc2N1,-5.0,26.9,38.5*,-6.2,2.1,-2.1,12.8,-7.1,7.6
Cc1ccc(OCCOCCN2CCCCC2)c([N+](=O)[O-])c1,0.8,-4.3,0.0,-1.3,-2.3,4.6,-0.9,3.8,10.1
Cc1ccc2cc(C#N)c(N3CCCN(S(=O)(=O)c4ccccc4)CC3)nc2c1,-2.4,9.3,-1.5,10.1,-9.4,8.4,0.6,3.1,1.5
O=C(Nc1ccc(Cl)c(Cl)c1)N1CCSC1c1ccco1 (stereo not given),-4.8,-14.5,-1.6,-7.3,-1.7,-7.7,-4.3,-2.4,-5.0
CC(C)CC1Nc2ncnc(N3CCCCC3)c2N(Cc2ccccc2)C1=O (stereo not given),3.4,0.6,-1.2,6.5,-2.4,7.9,4.1,9.4,-7.4

# Fetched by structure from the list above, two records:
SMILES,LYPLA1 inh,GSTO1 counter,pPAFAH inh,PME-1 primary,PAD4 inh,PAFAH1B3 FP inh,LYPLA2 counter,PAFAH1B2 FP inh,PAFAH2 inh
Cc1ccc(OCCOCCN2CCCCC2)c([N+](=O)[O-])c1,0.8,-4.3,0.0,-1.3,-2.3,4.6,-0.9,3.8,10.1
CCCc1cc(=O)[nH]c(SCC(=O)N2CCOCC2)n1,2.4,-2.7,1.5,-0.9,2.3,1.4,-2.1,6.6,5.4

# Further compounds:
SMILES,LYPLA1 inh,GSTO1 counter,pPAFAH inh,PME-1 primary,PAD4 inh,PAFAH1B3 FP inh,LYPLA2 counter,PAFAH1B2 FP inh,PAFAH2 inh
Cn1nc(C(F)(F)F)c(C(=O)Nc2ccc(F)cc2F)c1Oc1cccc(Cl)c1,2.2,8.2,1.5,-6.1,1.4,9.1,4.6,4.1,5.3
Cc1cc2c(ccc3c2no[n+]3[O-])nn1,1.5,9.5,1.4,2.7,-3.7,4.2,3.2,2.0,-1.7
Cc1c(Cc2ccccc2)c(=O)oc2c(C)c(OCc3nn[nH]n3)ccc12,-1.4,-23.7,2.3,-5.6,-9.6,0.8,3.6,1.1,-11.5
Cc1cc(NS(=O)(=O)c2ccc(Cl)cc2)nn1CC(=O)NCc1ccco1,-1.6,-11.1,2.9,-5.7,-1.9,-1.7,-0.2,6.2,1.1
O=C(COC(=O)c1cccnc1Cl)c1cccc(Cl)c1,-1.5,-8.9,8.2,-4.5,-1.9,5.3,4.8,5.0,4.8
c1ccc(CCn2nnnc2C(c2cccnc2)N2CCN(c3nc4ccccc4s3)CC2)cc1 (stereo not given),-3.5,-4.0,12.7,-2.3,-0.5,1.0,-4.5,5.2,9.5
CN(C(=O)CC1C(=O)NCCN1C/C=C/c1ccccc1)C1CCOCC1 (stereo not given),-1.2,-1.9,-0.5,-3.5,2.2,-2.3,3.1,0.7,8.2
CCCCCC(=O)N1CCCCC1,3.5,1.2,1.9,1.4,-3.0,7.6,12.3,7.3,-4.5
c1ccc2c(c1)OCC(c1nnc3sc(-c4cnccn4)nn13)O2 (stereo not given),-1.4,0.7,12.9,2.9,-0.9,6.2,4.6,2.9,3.6
O=C(CC1SC(=O)N(c2ccccc2)C1=O)Nc1ccccc1 (stereo not given),-6.6,-3.8,8.1,-1.7,-8.4,3.3,-3.7,0.3,-5.1
COc1ccc(C2=CC(c3ccc(OC)c(OC)c3)NC(=S)N2)cc1 (stereo not given),-5.5,-3.8,0.4,-3.8,49.0*,-3.6,-11.4,1.6,-13.5
Fc1cccc(Cl)c1C1Nc2cccc3cccc(c23)N1,3.2,31.6,13.3,10.6,-2.3,18.3,6.1,-0.8,16.8
Clc1cccc(OCCCN2CCCC2)c1Cl,0.2,0.3,1.5,-0.2,-2.6,-7.2,1.0,-0.4,0.8
Cc1cc(C)c2sc(N(CCCN(C)C)C(=O)COc3ccc(Cl)cc3)nc2c1,-4.4,8.5,-5.0,2.1,0.5,3.1,-3.5,2.3,-9.9
Cc1nnc(SCC(=O)Nc2ccc(N3CCOCC3)cc2)o1,-1.0,-1.2,0.6,-0.7,0.7,3.4,-0.2,0.1,-4.6
CCc1ccc(S(=O)(=O)NCCc2cn3ccsc3n2)s1,0.6,3.6,0.2,6.1,-0.4,7.5,1.7,7.9,4.4
CC(C)(c1ccccc1)c1ccc(OCCCN2CCNCC2)cc1,2.2,2.6,39.3*,4.9,2.5,-3.9,-1.4,4.4,-8.9
COc1ccc(-n2cnc3cc(NC(=O)c4ccco4)ccc32)cc1,-3.8,-5.0,-5.9,1.5,-0.1,6.7,-6.8,-0.8,3.5
CCOC(=O)c1oc2ccccc2c1NC(=O)c1cccs1,4.2,-1.4,-1.2,-1.6,0.6,3.1,-0.2,0.6,4.7
O=C(c1ccc2nccnc2c1)N1CCCC(Nc2ccc(F)c(F)c2)C1 (stereo not given),2.2,-4.7,4.7,-0.7,4.7,1.5,3.2,6.8,13.7
CCOc1ccc(NC(=O)Cn2c(=O)n(CC3CCCO3)c(=O)c3ccccc32)cc1 (stereo not given),0.5,-2.6,3.5,7.6,4.2,4.2,3.6,5.4,3.6
COc1ccccc1CN1CC(C(=O)NCC2CCCO2)CC1=O (stereo not given),2.4,-2.5,-0.1,1.3,-5.8,2.7,3.3,-0.6,-1.9
CNS(=O)(=O)c1cccc(C(=O)NCC2(N3CCCCC3)CCCCC2)c1,-3.2,-4.6,4.7,-2.2,0.2,6.3,-4.6,10.1,5.6
O=C1Cc2ccccc2C(c2ccccc2)N1 (stereo not given),2.9,-2.3,-2.1,-2.6,-2.3,6.1,2.5,3.6,-0.1
Cc1ccc(O)c(NC(=O)c2noc3c2CCCCC3)c1,-1.0,-4.8,5.0,-3.0,-3.2,-2.7,-9.0,3.9,8.2
CN1CCN(C(=S)NC(CC(=O)c2ccccc2)c2ccccc2)CC1 (stereo not given),1.6,2.8,0.6,8.1,-0.5,11.8,0.7,2.8,6.5
O=C(Nc1nnc(SCC(=O)N2CCCc3ccccc32)s1)c1cccc2ccccc12,-1.9,-43.2,4.7,-7.0,-0.2,5.5,-1.0,3.0,4.7
CCN(CC)S(=O)(=O)c1ccc(/C=C/C(=O)Nc2ccc(Br)cc2F)cc1,-27.2,-6.7,-3.1,-52.5,-3.0,-4.0,-50.2,1.5,-46.0
CCOC(=O)N1C(=O)[C@@](c2ccc(Cl)cc2)(C(C)C)N1C(=O)OCC,-1.0,-4.4,-0.3,2.4,-3.3,-3.2,0.3,1.7,-6.4
CC1CCCN(C(=O)COC(=O)CNS(=O)(=O)c2ccc3ccccc3c2)C1 (stereo not given),6.1,4.5,12.5,-1.8,-0.4,8.1,12.1,10.9,-1.0
COc1ccc(Nc2oc(-c3ccc(OC)cc3)nc2C#N)cc1,-1.1,-3.3,-0.1,6.3,-0.2,7.2,1.5,4.7,0.2
COc1cccc(Cl)c1NC(=O)N1CCc2c([nH]c3ccccc23)C1C(F)(F)F (stereo not given),-7.3,0.9,-5.8,-17.2,0.4,5.8,-15.0,-0.7,-4.1
CC(=O)NCCc1ccc(S(=O)(=O)N2CCCC2)cc1,5.0,-5.4,0.7,5.1,2.6,7.8,12.2,-5.5,-2.7
CC1CCCC(C)N1C(=O)CSc1nnnn1-c1cccc2c1CCCC2 (stereo not given),0.8,-1.6,-2.3,-1.8,-1.8,-4.7,9.0,7.5,11.3
CN(C)[C@@H](CO)c1nnc([C@H](CC(=O)O)NC(=O)C2CCNCC2)o1,-1.5,1.7,2.4,2.4,-0.2,2.6,5.1,2.1,-1.1
Cc1cccc(NC(=O)CSc2cn[nH]n2)c1,-0.7,9.8,-4.5,-10.0,-4.8,8.2,-1.2,10.5,0.4
Cc1cccc(Cl)c1NC(=S)NN,2.3,-8.8,4.4,-2.5,-1.8,8.4,-1.3,4.3,5.2
O=C(O)C1CCCN1S(=O)(=O)c1cccc2nsnc12 (stereo not given),-0.9,3.2,1.6,-4.9,-2.9,5.0,0.6,4.2,-11.0
Cc1ccc(S(=O)(=O)c2cn(Cc3ccc(F)cc3)c3cc4c(cc3c2=O)OCO4)cc1,3.1,-9.0,-2.6,-3.5,0.6,8.3,2.4,4.3,3.1
Cc1ccc2c(CN3CCN(S(=O)(=O)c4ccccc4C(F)(F)F)CC3)cc(=O)oc2c1C,0.3,nt,-2.5,5.4,-0.5,1.8,0.1,0.5,4.2
COC/C=C/C1=CC2=CC(=O)C(C)(OC(=O)c3cnc4ccccc4n3)C(=O)C2=CN1Cc1ccco1 (stereo not given),2.2,23.6,8.0,5.0,0.3,21.0,4.9,9.5,13.2
Cc1nn(-c2ccccc2)c(C)c1C(=O)OCC(=O)N(C)c1ccccc1,-1.4,nt,-1.1,-2.0,-0.9,4.0,-1.4,4.1,4.0

# A portion of the library, so the mix of outcomes need not match the whole.
